Source: PubChem (National Center for Advancing Translational Sciences (NCATS))
EPAC1 antagonist – qHTS for Antagonist of cAMP-regulated guanine nucleotide exchange factor 3 (EPAC1): primary screen; Rap guanine nucleotide exchange factor 3 (Homo sapiens), O95398; EPAC1 GEF assay, Rap1b-BODIPY-GDP exchange fluorescence; Potency, µM (highest dose often 115 µM), for inactives: top-dose activity change, negative = inhibition, hits mostly inhibitors; hit rate 0.14% among 360,000; AID 720709, 2013;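 further: potency means the concentration at half of the fitted maximal effect; plate controls were vehicle for no effect and positive control for full effect; nearly all actives have a fitted effect of over 50% in size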
EPAC1 ag – qHTS for Agonist of cAMP-regulated guanine nucleotide exchange factor 3 (EPAC1): primary screen; Rap guanine nucleotide exchange factor 3 (Homo sapiens), O95398; Potency, µM (titrated, usually from 154 µM), without a hit: at the highest dose activation, usual class: activators; hit rate 0.073% among 360,000; EPAC1 agonist qHTS, biochemical assay; response scale: 100% = response to 6.5 mM cAMP; further: potency means the concentration at half of the fitted maximal effect; nearly all actives have a fitted effect of over 60% in size
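EPAC1 100 nM, Rap1B–BODIPY-GDP 250 nM, unlabeled GDP 50 uM; compound titration; 5 min RT; kinetic read ex480/em540 at 5-min intervals ×30 min; data normalized to 6.5 mM cAMP agonist control.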
GLP1R cytotox – qHTS of GLP-1 Receptor Inverse Agonists: Cytotox Screen; HEK293 cAMP-luciferase reporter cells, luminescence, 24 h; Potency, µM (highest dose often 38.3 µM), without a hit: at the top dose activity change, negative = inhibition, actives largely listed as inhibitors; hit rate 0.13% among 410,000; AID 624418, 2012;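 further: loss of luciferase light is scored as toxicity; potency means the concentration at half of the fitted maximal effect; on the % scale 0 is the no-effect control and ±100 the full control effect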
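MLSMR compounds, 24 hr on cells at 37 deg C/5% CO2; luminescence after luciferase reagent (12 min RT). Inhibition counted as the undesired cytotoxic outcome.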
GLP1R ag – qHTS of GLP-1 Receptor Agonists; hit rate 0.007% among 380,000; HEK293 GLP-1R CRE-luciferase, luminescence, 4-6 h; cells express a hypersensitive GLP-1R form; Potency, µM (series often up to 45.6 µM), for the others: at the top dose activation, usual class: activators; further: potency means the concentration at half of the fitted maximal effect; % of control where 0% means no effect
PI5P4K alpha inh – qHTS for Inhibitors of phosphatidylinositol 5-phosphate 4-kinase (PI5P4K). Phosphatidylinositol 5-phosphate 4-kinase type-2 alpha (Homo sapiens), P48426. PI5P4Kalpha enzyme, ADP-Glo luminescence, 60 min; active compounds read low. max response, %. hit rate 1.2% among 330,000. AID 652105, 2013; active means max response of -50% or lower; inconclusive means between -30% and -50%; inactive means -30% or higher; further: value at the top dose of about 77 µM; on the % scale 0 is the no-effect control and ±100 the full control effect
Target sequence (P48426 whole entry, looked up): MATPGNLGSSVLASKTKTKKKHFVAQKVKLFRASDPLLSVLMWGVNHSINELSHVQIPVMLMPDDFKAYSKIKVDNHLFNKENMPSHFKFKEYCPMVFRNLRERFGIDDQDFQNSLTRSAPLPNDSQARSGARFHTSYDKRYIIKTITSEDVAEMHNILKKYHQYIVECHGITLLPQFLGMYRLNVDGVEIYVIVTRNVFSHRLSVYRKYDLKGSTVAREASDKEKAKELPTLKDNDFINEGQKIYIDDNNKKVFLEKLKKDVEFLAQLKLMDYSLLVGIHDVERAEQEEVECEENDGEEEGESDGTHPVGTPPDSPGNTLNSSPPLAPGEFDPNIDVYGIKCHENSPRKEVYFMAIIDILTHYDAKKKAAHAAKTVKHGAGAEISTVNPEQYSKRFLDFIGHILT
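Enzyme plus substrate dispensed, test compounds pinned in, then ATP (5 microM final) added. After 60 min at RT, ADP-Glo reagent 1 for 45 min and reagent 2 for 30 min preceded luminescence imaging.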
PTHR1 agonist – qHTS for PTHR1 Agonists: Primary Screen | Parathyroid hormone/parathyroid hormone-related peptide receptor (Homo sapiens), Q03431 | HEK293 GP2 PTHR1 cells, GloSensor cAMP luminescence, 1 h | Potency, µM (top dose mostly 115 µM), for inactives: top-dose activation, usual class: activators | hit rate 0.075% among 410,000 | AID 743266, 2014; further: potency means the concentration at half of the fitted maximal effect; nearly all actives have a fitted effect of over 55% in size; some results filed as inactive show a strong effect at the top dose; inactives centre near -15; many of its hits are not listed in these tables
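HEK-293-derived GP2 cells expressing PTHR1 and a GloSensor cAMP reporter, 3,000/well, plated overnight, given luciferin plus IBMX (each 0.5 mM as added) for 1 h at 37 °C, then compound for 1 h at 37 °C. Luminescence was read after 15 min at room temperature.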
IL2 activator – qHTS of IL-2 Activators; activation, % (series mostly up to about 46 µM); IL-2 activation reporter assay, cell-based qHTS; stimulated with anti-CD3/CD4/CD28 beads; in transgenic mouse T cells; AID 652025, 2013; hit rate 0.065% among 360,000; in the data active means activation above about 50%; inconclusive means mostly about 30% to 49%; further: 0% is about no effect
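Unstimulated transgenic mouse T cells preincubated 60 min with compound, then stimulated with anti-CD3/anti-CD4-coated beads plus anti-CD28 for 18 h at 37 degrees C. IL-2 response read as EGFP and DsRed fluorescence by plate cytometry.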
PLK1 PBD block – qHTS for Inhibitors of PLK1-PDB (polo-like kinase 1 - polo-box domain): Primary Screen. Serine/threonine-protein kinase PLK1 (Homo sapiens), P53350. Plk1 PBD binding of FITC phosphopeptide, fluorescence polarization. Potency, µM, without a hit: max response, negative = inhibition, actives largely listed as inhibitors. hit rate 2.8% among 360,000. AID 720504, 2013; further: potency means the concentration at half of the fitted maximal effect; series mostly up to about 57 µM; on the % scale 0 is the no-effect control and ±100 the full control effect; nearly all actives have a fitted effect of over 65% in size
Target sequence (P53350 whole entry, looked up, the tested form may be a part): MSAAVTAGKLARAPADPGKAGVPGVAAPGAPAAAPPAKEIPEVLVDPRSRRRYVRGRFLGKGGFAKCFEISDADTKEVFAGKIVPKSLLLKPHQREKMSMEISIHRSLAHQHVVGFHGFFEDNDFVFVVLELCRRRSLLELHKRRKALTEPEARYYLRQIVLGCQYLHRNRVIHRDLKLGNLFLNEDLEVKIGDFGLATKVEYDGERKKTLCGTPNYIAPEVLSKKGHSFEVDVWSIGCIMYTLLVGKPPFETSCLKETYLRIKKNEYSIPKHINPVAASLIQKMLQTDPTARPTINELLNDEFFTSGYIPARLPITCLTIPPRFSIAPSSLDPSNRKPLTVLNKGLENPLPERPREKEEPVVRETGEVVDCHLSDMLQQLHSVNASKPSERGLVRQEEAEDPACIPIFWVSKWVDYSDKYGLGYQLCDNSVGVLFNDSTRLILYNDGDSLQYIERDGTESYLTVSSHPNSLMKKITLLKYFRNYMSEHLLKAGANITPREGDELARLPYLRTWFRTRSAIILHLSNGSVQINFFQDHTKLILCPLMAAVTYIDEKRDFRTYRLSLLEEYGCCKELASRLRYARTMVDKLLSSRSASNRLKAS
GLP-1R inv ag – qHTS of GLP-1 Receptor Inverse Agonists (Inhibition Mode); Glucagon-like peptide 1 receptor (Homo sapiens), P43220; HEK293 GLP-1R CRE-luciferase, luminescence, 24 h; GLP-1R form is constitutively active; Potency, µM (titrated, usually from 38.3 µM), for the others: at the top dose activity change, negative = inhibition, hits mostly inhibitors; hit rate 1.6% among 410,000; further: potency means the concentration at half of the fitted maximal effect; on the % scale 0 is the no-effect control and ±100 the full control effect; nearly all actives have a fitted effect of over 55% in size
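Readout was luciferase luminescence, measured 12 min after detection reagent at room temperature. Beforehand, GLP-1R reporter HEK293 cells had sat 12 h, then received compounds for 24 hr at 37 deg C.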
Numbers without * were called inactive; i = inactive; ? = inconclusive; / = no result given; [ ] = remark or other dose. Unless noted, the call rests on the fitted dose curve; in most records, active means well fitted curve in the direction sought with a large enough effect; inconclusive means small, poorly fitted or top-dose-only effect, or another doubt; inactive means no such curve, though single readings can be large; an effect the other way counts as inactive or inconclusive. The list is partial, so the mix of outcomes need not match the whole.

SMILES	EPAC1 antagonist	EPAC1 ag	GLP1R cytotox	GLP1R ag	PI5P4K alpha inh	PTHR1 agonist	IL2 activator	PLK1 PBD block	GLP-1R inv ag
Cc1ccc2c(COC(=O)C34CC5CC(CC(C5)C3)C4)cc(=O)oc2c1	-17%	-7%	-12%	4%	1	i	0.4	1%	12%
Cc1nc2nc[nH]n2c(=O)c1CCOC(=O)c1c(F)cccc1F	-5%	0%	-10%[7.66 µM]	0%	-1	-19%	-0.2	-22%	2%[7.66 µM]
COc1ccc(S(=O)(=O)Nc2ccc(-c3ccc4nncn4n3)cc2)c(OC)c1	-3%	-5%	16%	13%	-25	-16%	1.8	19µM*	82%[activator]
CC(C)(C)C(=O)N1CCN(c2ccc(NC(=O)c3ccc([N+](=O)[O-])o3)cc2)CC1	-16%	-1%	-27%	17%	0	-15%	-0.4	-8%	17%
CCOC(CN=c1nc(N(C)C)ss1)OCC	-4%	0%	?	-34%[inhibitor]	7	-11%	-3.4	6.7µM*	?
CC(=O)Nc1sc(C)c(C)c1CN1CCN(S(=O)(=O)c2ccccc2)CC1	-2%	0%	-18%	-7%	-6	i	-0.1	-9%	-2%
OCCOc1ccc(C2=NCCO2)cc1	-13%	1%	-2%	-16%	/	i	0.4	-5%	12%
CO/N=C(\c1nonc1N)N1CCN(c2ccc([N+](=O)[O-])cc2Cl)CC1	0%	13%	-18%	-3%	6	-31%[inhibitor]	-1.1	-1%	1%
COc1ccc(OC)c2sc(NC(=O)CCSc3ccccc3)nc12	-15%	8%	-3%	0%	15	0%	-2.8	-8%	15%
CCCNc1nc(OCC(F)(F)F)nc(OCC(F)(F)F)n1	-5%	-5%	3%	8%	/	-4%[57.5 µM]	-0.6	0%	-11%
CCN/N=C(\Cc1nc2ccccc2[nH]1)c1ccccc1	-3%	-1%	-1%	5%	8	i	-0.8	-22%	-7%
CCN(c1ccccc1)S(=O)(=O)c1ccc2[nH]cc(C(=O)NCCOC)c(=O)c2c1	2%	-6%	-6%	12%	-10	-14%[57.5 µM]	2.2	-4%	0%
Nc1cc(C(F)(F)F)ccc1Nc1ccccc1	-21%	3%	4%	-7%	-3	i	-4.2	-14%	-27%
Cc1ccc(N(CC(=O)NCc2ccncc2)S(C)(=O)=O)cc1Cl	-7%	3%	65%[activator]	6%	-2	i	0.4	-7%	9%
O=C(Nc1cccc(-c2nnn(CC(=O)N3CCc4ccccc4C3)n2)c1)C1CCC1	-12%	12%	6%	-2%	/	-24%[57.5 µM]	1.0	-4%	31%[activator]
COc1ccc(-c2nc(N)n(C(=O)c3ccccc3Cl)n2)cc1	-14%	11%	-6%	0%	2	-7%	-0.1	-4%	2%
c1ccc(CCc2nc(-c3ccc(-n4cccc4)cc3)no2)cc1	-11%	-5%	-3%	6%	3	-37%[inhibitor]	-3.8	-11%	-30%
CC[C@@]1(C(=O)OC)N[C@H](CN(C)C(=O)NC(C)C)[C@@H]2C(=O)N(C)C(=O)[C@@H]21	-4%	21%	-1%	-2%	-2	i	-0.5	-1%	14%
CCC(=O)Nc1ccc(C(=O)CSc2nc3ccc(C)cc3[nH]2)cc1	3%	-3%	3%	9%	?	i	-4.5	-13%	25%
Cc1ccc(C)c(NC(=S)N2CCC(c3nc4ccccc4s3)CC2)c1	1%	10%	-39%	-8%	/	?	-1.8	-8%	?
CCOC(=O)Nc1ccc2c(c1)N(C(=O)N1CCN(C)CC1)c1ccccc1CC2	-22%	-8%	-21%	17%	-5	17%	-1.0	-11%	?
CCOc1ccc(/C=N/NC(=O)c2cc(-c3cccn3C)n[nH]2)cc1	0%	0%	-3%[7.66 µM]	7%	-8	-22%	1.0	-13%	2%[7.66 µM]
CCCCN(CC)C(=O)c1cccc(Cl)c1	5%	0%	-3%	-3%	/	i	-0.9	-4%	0%
COC(=O)[C@@]1(Sc2ccc(C)cc2)CC(=O)N(C(=O)c2ccccc2)[C@@H]1c1ccccc1	-30%	-3%	-12%	2%	13	i	-0.7	-2%	-27%
CC(C)(C)OC(=O)NC(Cc1ccccc1)C(=O)O (stereo not drawn)	3%	5%	3%	-5%	-2	i	-0.5	0%	41%[activator]
CC1=[N+](C)N(c2ccccc2)C(=O)C1N=Cc1c(Cl)cccc1Cl (stereo not drawn)	18%	23%	1%	2%	5	i	0.6	-5%	12%
COCCNC(=O)c1csc2c1CCCC2	4%	3%	-21%	0%	/	-20%[57.5 µM]	-1.3	-6%	0%
CC(C)(C)c1cc(Cl)c(O)c(NC(=S)NC(=O)c2cccnc2)c1	-23%	-3%	-10%	-3%	0	-2%	0.1	-21%	?
CC(C)n1c(=O)[nH]c2ccccc21	9%	-11%	-33%	-5%	/	-31%[inhibitor][57.5 µM]	-0.6	-6%	-7%
O=c1[nH]c(CN2CCN(c3ccc(O)cc3)CC2)nc2scc(-c3ccc(Cl)cc3)c12	-24%	6%	?	10%	-3	-31%[inhibitor]	-0.1	5%	?
CCOC(=O)/C(C#N)=C/c1ccc(-c2ccsc2C(=O)OC)o1	13%	3%	5%	-12%	/	i	-1.0	3%	10%
Cc1ccccc1NC(=O)COc1cccc2c1CCNC2=O	2%	-4%	-2%	1%	-6	i	-0.7	-7%	62%[activator]
CCC(C)Sc1nc(C)nc2c1c(=O)n(C)c(=O)n2C (stereo not drawn)	-5%	-2%	3%	24%	1	i	1.0	-5%	15%
Cc1ccc(F)c([C@H]2[C@H]3C=CC[C@@H](C)[C@@H]3C(=O)N2Cc2ccccc2)c1	-28%	-5%	6%	-3%	-1	-25%	-0.7	-5%	10µM*
CCOC(=O)c1c(CN(CC)CC)n(C)c2cc(Br)c(O)cc12	8%	-2%	4%	10%	6	-14%	0.5	4%	-54%
NC(=O)C1CCN(C(=O)COc2ccc3c4c(c(=O)oc3c2)CCCC4)CC1	-2%	-8%	-10%	10%	0	i	0.0	4%	25%

Molecules listed so far with a furan ring, fused or not (2):
SMILES	EPAC1 antagonist	EPAC1 ag	GLP1R cytotox	GLP1R ag	PI5P4K alpha inh	PTHR1 agonist	IL2 activator	PLK1 PBD block	GLP-1R inv ag
CC(C)(C)C(=O)N1CCN(c2ccc(NC(=O)c3ccc([N+](=O)[O-])o3)cc2)CC1	-16%	-1%	-27%	17%	0	-15%	-0.4	-8%	17%
CCOC(=O)/C(C#N)=C/c1ccc(-c2ccsc2C(=O)OC)o1	13%	3%	5%	-12%	/	i	-1.0	3%	10%

Next compounds
SMILES	EPAC1 antagonist	EPAC1 ag	GLP1R cytotox	GLP1R ag	PI5P4K alpha inh	PTHR1 agonist	IL2 activator	PLK1 PBD block	GLP-1R inv ag
CCC1(c2ccc(F)cc2)NC(=O)N(CC(=O)Nc2cccc(S(=O)(=O)N3CCOCC3)c2)C1=O (stereo not drawn)	-23%	9%	-1%	1%	0	i	0.6	-4%	7%
CN(C(=O)c1ccc(Cl)c(S(=O)(=O)N2CCOCC2)c1)c1ccccc1C(=O)O	-1%	10%	-18%	-3%	/	0%[57.5 µM]	0.1	-12%	3%
COc1cc2[nH]c(=S)n(CCCN3CCOCC3)c(=O)c2cc1OC	-16%	3%	7%	4%	/	?	-1.0	-5%	10%
C[C@H](CO)N1C[C@H](C)[C@@H](CN(C)S(C)(=O)=O)Oc2c(NC(=O)Cc3ccccc3)cccc2C1=O	-13%	-20%	-5%	-3%	4	28%	1.0	-6%	7%
Cc1ccc(-c2c(C(=O)N3CCN(c4cc(Cl)ccc4C)CC3)oc(=O)c3ccccc23)cc1	/	/	0%	-1%	/	-25%	/	/	-2%
O=C1Nc2ccc(F)cc2C12Nc1ccccc1-c1nnc(SCc3ccccc3)nc1O2 (stereo not drawn)	1%	12%	2%	-3%	/	-44%[inhibitor][57.5 µM]	-0.8	-28%	?
CC(=O)Nc1cccc(C(=O)N2CCC(n3nccc3NC(=O)CC(C)C)CC2)c1	-6%	7%	-2%	1%	-7	-12%	-1.2	-10%	10%
Cc1ccc(CNC(=O)CNC(=S)N(Cc2ccccc2)Cc2ccccc2F)cc1	0%	12%	17%	10%	6	-22%	-3.5	-10%	10µM*
CC(C)c1ccc(CC(=O)N2CCC2(C)C(=O)NS(=O)(=O)c2ccc(F)cc2F)cc1 (stereo not drawn)	-2%	-19%	2%	3%	2	i	0.2	2%	?
COc1cccc(NC(=O)CN2C(=O)COc3ccc(C)cc32)c1	2%	0%	-9%	-6%	0	-12%	-0.6	-14%	0%
CCCOc1ccc(C(=O)CCN2CCN(C(=O)OCC)CC2)cc1	-26%	-10%	?	7%	-7	i	-0.7	15µM*	?
CCOc1ccccc1C(=O)N(C)Cc1cc2cc(OC)ccc2[nH]c1=O	-1%	5%	-5%	-4%	-11	i	-0.2	0%	38%[activator]
O=C(CCn1c(=S)oc2ccccc21)Nc1cccc(F)c1	2%	7%	2%	9%	8	i	3.4	-7%	-2%
CC(=O)Nc1nc(C)nc(-c2ccccc2OC(C)=O)n1	6%	3%	1%	6%	/	22%[57.5 µM]	-2.5	-22%	59%[activator]
COc1ccccc1-n1c(N)cc(=O)nc1SCC(=O)Nc1cc(C)on1	-18%	9%	3%	4%	-7	-23%	0.1	-1%	15%
O=C(Nc1ccccc1F)c1cnccn1	-3%	-3%	1%	0%	6	-24%	0.3	-1%	4%
Cc1cc(C(=O)CSCCCn2c(=O)[nH]c3ccccc32)c(C)n1C	0%	1%	-13%	3%	-15	-9%	-2.2	-21%	-2%
Cn1c(/C(C#N)=C/c2ccncc2)nc2ccccc21	0%	6%	8%	1%	3	-7%	-0.7	-22%	16%
